ALDH1A1 block: blocks purified human ALDH1A1 activity. AID 1030. P00352. Purified ALDH1A1, NADH fluorescence, propionaldehyde substrate. hit rate 7.3% among 220,000. Potency, µM (top dose mostly 75.3 µM), inactives show at the highest dose activity, negative = inhibition, hits mostly inhibitors; active = well fitted inhibition curve with a large enough effect, not every such curve was filed as active; inconclusive = small, poorly fitted or top-dose-only effect, or another doubt; inactive = no such curve, though single readings can be large or run the other way;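 note: plate controls were no enzyme wells and a reference inhibitor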
Target sequence (P00352 whole entry, looked up): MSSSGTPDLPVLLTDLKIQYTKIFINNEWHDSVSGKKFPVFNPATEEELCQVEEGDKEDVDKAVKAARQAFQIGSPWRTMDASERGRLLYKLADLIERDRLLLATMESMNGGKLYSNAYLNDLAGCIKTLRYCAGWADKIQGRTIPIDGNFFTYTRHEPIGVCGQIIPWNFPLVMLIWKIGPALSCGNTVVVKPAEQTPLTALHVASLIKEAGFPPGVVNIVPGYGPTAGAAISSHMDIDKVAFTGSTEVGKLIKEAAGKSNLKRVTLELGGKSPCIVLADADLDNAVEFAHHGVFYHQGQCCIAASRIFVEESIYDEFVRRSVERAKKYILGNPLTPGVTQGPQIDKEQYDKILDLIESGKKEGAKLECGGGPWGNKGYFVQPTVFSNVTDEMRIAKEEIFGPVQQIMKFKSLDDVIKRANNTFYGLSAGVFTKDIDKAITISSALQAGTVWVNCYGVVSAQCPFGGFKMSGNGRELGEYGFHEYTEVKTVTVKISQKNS
Epigenetic derep: epigenetic control regulation, reporter derepression | murine LDR cells, GFP reporter derepression, 30 h | hit rate 0.2% among 280,000 | Potency, µM (top dose mostly 53.9 µM), for inactives: at the top dose GFP activation, hits mostly activators; note: % of control where 0% means no effect; nearly all actives have a fitted effect of over 60% in size
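Murine LDR cells bearing a silenced CMV-driven GFP reporter were exposed to compound for 30 h at 37 C. After PBS washes, GFP-positive cells (20-120 um objects) counted by laser-scanning microplate cytometry.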
Tau fluor counter: counter-screen for tau fibril formation inhibitors; tau K18 P301L (four-repeat tau fragment) Alexa594 fluorescence, heparin fibrillization; Potency, µM (top dose mostly 57.7 µM), for inactives: top-dose activity change, negative = decrease; hit rate 0.93% among 280,000; note: % is set by controls: 0 for no effect and ±100 for the full control effect; nearly all actives have a fitted effect of over 55% in size
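Human K18 P301L tau (15 uM unlabeled plus 0.24 uM Alexa 594-labeled, final) in 100 mM sodium acetate pH 7 was mixed with compound and 20 uM heparin and incubated 6 hr at 37 C.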
GAA glycogen mod: inhibitors or activators of human alpha-glucosidase glycogen cleavage; P10253; recombinant GAA, glycogen substrate, Amplex Red glucose oxidase fluorescence; Potency, µM (highest dose often 76.4 µM), for inactives: top-dose activity change, negative = inhibition, most hits filed as inhibitors; hit rate 0.38% among 300,000; AID 2100;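 note: 0% = full enzyme reaction and -100% = no-enzyme basal signal; the screen sought inhibitors and activators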
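Recombinant enzyme (4 nM final) with compounds titrated up to 77 uM and bovine liver glycogen (30 ug) in citrate pH 5.0, 0.01% Tween-20, 37 C 40 min. Released glucose detected by Amplex Red/glucose oxidase (Ex 573/Em 610); AC50 from Hill fits.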
GAA spleen mod: inhibitors or activators of human alpha-glucosidase in spleen homogenate. human spleen homogenate, 4-MU-alpha-glucoside fluorescence. Potency, µM (titrated, usually from 79.9 µM), for the others: at the highest dose activity change, negative = inhibition, most hits filed as inhibitors. hit rate 0.006% among 240,000;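 note: 0% = enzyme with vehicle and -100% = no enzyme basal signal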
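Enzyme source: human spleen homogenate, 1 ug/well. Buffer 50 mM citric acid/K phosphate pH 5.0, 0.01% Tween-20. 4-MU-alpha-glucoside 1 mM; 37 C x 40 min; NaOH/glycine stop; fluorescence.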
GAA inhib: inhibitors of human lysosomal alpha-glucosidase; P10253; purified human GAA, 4-MU-alpha-glucoside fluorescence; Potency, µM (top dose mostly 76.9 µM), inactives show top-dose activity change, negative = inhibition, hits mostly inhibitors; hit rate 0.005% among 200,000;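 note: plate controls were uninhibited enzyme wells for no effect and no-enzyme background for full effect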
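Fluorescence at Ex 365/Em 440 nm from 4-methylumbelliferone reported enzyme activity after 20 min at room temperature. Reactions used 4 nM enzyme and 400 uM substrate at pH 5.0; curves fitted with the Hill equation.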
NPSR antagonist: antagonists of human neuropeptide S receptor cAMP signaling | Q6W5P4 | CHO-NPSR cells, cAMP TR-FRET, antagonist mode | Potency, µM (top dose mostly 38.3 µM), for inactives: at the top dose activity change, negative = inhibition, actives largely listed as inhibitors | hit rate 1% among 220,000; note: % is set by controls: 0 for no effect and ±100 for the full control effect; nearly all actives have a fitted effect of over 50% in size; many of its hits are not listed in these tables
Target sequence (Q6W5P4 whole entry, looked up): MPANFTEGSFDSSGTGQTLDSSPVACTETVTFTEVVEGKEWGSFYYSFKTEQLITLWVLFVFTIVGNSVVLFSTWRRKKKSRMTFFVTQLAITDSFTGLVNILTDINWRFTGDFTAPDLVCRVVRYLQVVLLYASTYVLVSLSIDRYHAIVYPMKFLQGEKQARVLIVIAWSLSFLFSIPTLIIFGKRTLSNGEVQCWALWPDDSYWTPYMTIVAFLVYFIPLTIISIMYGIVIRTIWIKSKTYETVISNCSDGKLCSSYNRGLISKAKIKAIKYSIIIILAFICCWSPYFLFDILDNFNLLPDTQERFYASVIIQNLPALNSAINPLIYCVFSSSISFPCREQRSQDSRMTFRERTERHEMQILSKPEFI
aGal spleen mod: alpha-galactosidase A (human) modulation. Potency, µM (series often up to 80 µM), without a hit: top-dose activity change, negative = inhibition, usual class: inhibitors. P06280. hit rate 0.008% among 240,000. human spleen homogenate, 4MU-alpha-Gal fluorescence, 40 min;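 note: 0% = enzyme with vehicle and -100% = no enzyme basal signal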
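qHTS titration in buffer at pH 5.0. Alpha-galactosidase activity in spleen homogenate was measured via 4-methylumbelliferone release from 1 mM fluorogenic substrate after 40 min at 37C and a pH 10 stop. AC50 came from Hill fits of control-normalized data.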
Active calls of the source: *; ? = inconclusive; . = no result given; [ ] = another dose, or the depositor's remark. Unless noted, calls come from the whole dose curve; as a rule, active = well fitted curve in the direction sought with a large enough effect; inconclusive = small, poorly fitted or top-dose-only effect, or another doubt; inactive = no such curve, though single readings can be large; an effect the other way counts as inactive or inconclusive. Potency is the fitted concentration of half-maximal effect. Not all compounds are listed. The share of hits here may be higher or lower than overall.

Every second line gives: ALDH1A1 block, Epigenetic derep, Tau fluor counter, GAA glycogen mod, GAA spleen mod, GAA inhib, NPSR antagonist, aGal spleen mod
- O=C(/C=C/c1cccc([N+](=O)[O-])c1)OC1CCCCC1=O (configuration not stated)
→ ?, -1.2%, -5.9%, -11.4%, -9.7%, -1.3%, -0.4%, -4.4%
- CC(=O)c1cccc(CN2CCN(CC=C(C)C)C(CCO)C2)c1 (configuration not stated)
→ ., 3.7%, -12.9%, 4.2%, 0.8%, ., ?, -0.8%
- O=C1NC2(CCSC2)C(=O)N1CC(=O)N(Cc1ccccc1)C1CCS(=O)(=O)C1 (configuration not stated)
→ ., 12.4%, -4.0%, 3.5%, 4.6%, ., -14.0%, 3.7%
- Nc1nc2c(s1)COc1ccccc1-2
→ 22.4µM*, 0.2%, -9.7%, ?, -6.1%, 14.5%, 0.4%, -2.6%
- O=C1/C(=C\c2ccc3ccccc3c2)CCCc2ccccc21
→ -4.4%, 3.3%, 1.4%, -7.9%, -0.8%, -2.3%, -10.6%[46.1 µM], 11.4%
- CC(=O)SCC(Cc1ccccc1)C(=O)NCC(=O)OCc1ccccc1 (configuration not stated)
→ ., 3.1%, -14.1%, -7.7%, -3.4%, -6.2%[15.4 µM], -46.8%, 5.4%
- Cc1sc(NC(=O)c2ccc(=O)n(C)n2)nc1-c1ccccc1
→ 28.2µM*, -1.2%, -12.1%, -1.8%, ., -14.2%, 4.2%, 3.4%
- CC(C)(C)c1nc(CN2CCCCC2)cc(CN2CCCCC2)c1O
→ -2.2%, -0.7%, 2.3%, -7.0%, -14.6%, -7.4%, -0.7%[46.1 µM], -4.0%
- c1ccc(-c2ccnc3ncnn23)nc1
→ ?, 1.1%, 3.5%, -6.7%, -2.6%, ?, 14.4%, 1.9%
- COC(=O)c1ccc(COC(=O)c2c(C)nn(Cc3ccccc3Cl)c2Cl)o1
→ 0.2%, -4.6%, -13.1%, -12.7%, -4.9%, -2.8%, -25.9%[46.1 µM], 1.5%
- CCCSc1nnc(NC(=O)Nc2ccccc2)s1
→ -0.3%, 0.0%, ?, -7.7%, 3.6%, 3.5%, -22.3%[46.1 µM], 2.6%
- CCC(=O)Nc1cccc(NC(=S)NC(=O)c2ccc(Cl)cc2)c1
→ ?, 3.1%, -17.8%, -7.0%, 7.0%, 6.3%, 13.0%, 5.5%
- CC(=O)C1=C(C)NC(=O)NC1c1cccc(O)c1 (configuration not stated)
→ 8.6%, -1.1%, 1.5%, -2.8%, -1.1%, -0.4%, -4.1%[46.1 µM], 5.0%
- Cc1ccc(COc2ccsc2C(=O)O)cc1
→ -0.2%, 1.1%, -6.6%, -6.0%, ., 5.0%, -17.4%, -0.2%
- COc1ccc(CCNC(=O)CCNS(=O)(=O)c2cccc3nsnc23)cc1OC
→ 8.4%, -2.0%, 0.1%, 1.4%, -3.9%, 4.9%, -11.4%[46.1 µM], 1.0%
- COc1ccc(N2CCN(S(=O)(=O)c3cccs3)CC2)cc1
→ -6.5%, -0.9%, -22.9%, -4.7%, -1.1%, -1.9%, -4.9%[46.1 µM], -0.6%
- O=C(Nc1ccc2oc(=O)ccc2c1)c1ccc(-c2cccc([N+](=O)[O-])c2)o1
→ 7.94µM*, 8.6%, -28.1%, 10.3%, -6.6%, -5.9%[15.4 µM], 48.1%, -1.2%
- Cc1cccc(N2C(=O)C3C4C=CC(C5CC45)C3C2=O)n1 (configuration not stated)
→ ., -1.4%, -14.5%, 4.8%, 2.7%, ., 5.4%[7.67 µM], 3.8%
- CCOC(=O)C1C(c2ccc(O)c(O)c2)NC(=S)NC1(O)C(F)(F)F (configuration not stated)
→ ?, 3.0%, 8.5%, ., -2.9%, 4.0%, 13.8%, 25.6%
- CCOC(=O)CCn1nc(-c2ccccc2)cc1N
→ ?, -1.7%, -17.3%, 9.6%, 0.1%, -7.4%, -7.6%[46.1 µM], -14.3%
- O=C(CN1CCSCC1)N/N=C/c1ccc(F)c(F)c1
→ ?, 7.0%, -9.2%, 14.2%, -0.7%, -0.8%, -20.0%[46.1 µM], 5.4%
- COc1ccc(C2CC(=O)Nc3ccccc3S2(=O)=O)cc1OC (configuration not stated)
→ 4.8%, -1.4%, 2.0%, 2.8%, 1.6%, -3.8%, -5.7%[46.1 µM], -11.9%
- O=C(NC(=S)NCc1ccccc1)C1CC1
→ -3.5%, 6.6%, -6.7%, 1.1%, -5.1%, -0.9%, -12.0%, 5.0%
- Cc1ccc(CSCC(=O)N2CCCC2)cc1
→ -1.3%, -4.5%, -15.0%, 6.0%, -2.5%, 8.8%, 9.2%, 8.0%
- Cc1ccc(/C=N/NC(=O)c2cccs2)s1
→ -4.0%, 1.0%, -3.3%, -2.5%, -22.0%, ?, 18.3%[46.1 µM], -17.6%
- O=[N+]([O-])c1cccc(C2Nc3cccc4cccc(c34)N2)c1
→ ?, -1.0%, ?, ?, -4.3%, -8.1%, -10.6%, -0.3%
- CC(=O)Nc1nc(C)c(Cc2ccccc2)c(=O)[nH]1
→ ?, -4.5%, -2.7%, 3.2%, 6.2%, -6.3%, -1.9%[46.1 µM], 1.2%
- Cn1ccnc1C1CCCCN1C(=O)c1cc(COc2ccc(F)cc2F)on1 (configuration not stated)
→ ., 0.0%, -9.5%, -10.9%, 1.2%, ., -2.6%, -2.8%
- CN(C)CCNC(=O)c1onc(CSc2ccc(F)cc2)c1C(=O)NCCN(C)C
→ ., 1.6%, -0.6%, 5.6%, 4.9%, ., 10.7%, 14.6%
- COc1ccc(S(=O)(=O)N(CC(=O)N/N=C/c2cccs2)c2ccc(C)cc2)cc1OC
→ ?, 1.0%, ?, 1.8%, -7.4%, -4.1%, -22.6%[46.1 µM], 1.2%

(next part)
mol | ALDH1A1 block | Epigenetic derep | Tau fluor counter | GAA glycogen mod | GAA spleen mod | GAA inhib | NPSR antagonist | aGal spleen mod
c1ccc(-c2ccc(-c3ccccn3)s2)nc1 | . | 1.0% | -21.4% | -13.9% | 29.5% | . | 12.6% | ?
Cc1ccc(S(=O)(=O)N/N=C\c2cn(-c3ccccc3)nc2-c2ccccc2)cc1 | -14.6% | -1.1% | ? | -4.4% | -4.6% | -2.0% | ? | 3.7%
CCOc1ccc(Br)cc1C(=O)N/N=C/c1ccc([N+](=O)[O-])cc1 | 5.6% | -4.0% | -12.2% | 7.8% | -0.9% | 1.3% | 6.3% | 0.7%
N#Cc1ccc(-c2ccc(OCC(O)CN3CCOCC3)cc2)cc1 (configuration not stated) | ? | 0.0% | -0.6% | -11.6% | -17.1% | 4.6% | 8.6% | -2.9%
O=C(Nc1ccc(Cl)cc1)N1CCC(c2nc(-c3ccc(F)cc3)no2)CC1 | -10.8% | -1.0% | ? | -0.9% | 0.5% | ? | ? | 0.3%
Nc1nc(-c2ccc([N+](=O)[O-])cc2)c(C(=O)Nc2ccc(Cl)cc2)s1 | . | -0.4% | -15.0% | 3.4% | 3.6% | . | -6.1%[7.67 µM] | -20.2%
C(=N\N1CCN(Cc2ccccc2)CC1)/c1cccnc1 | 5.3% | 0.0% | -9.5% | -16.5% | -11.8% | 0.2% | 25.5% | -18.8%
O=C(CSc1c2c(nc3ccccc13)CCCC2)NCc1ccco1 | ? | -1.3% | 0.0% | -13.3% | 0.7% | 1.7% | -24.9% | -3.4%
COc1ccc(CNC(=O)C2CCCN(c3nc4ccccc4o3)C2)c(OC)c1 (configuration not stated) | ? | -1.9% | -6.6% | -9.9% | 0.8% | -4.6% | -0.3%[46.1 µM] | 9.5%
Cc1cc(N2CCCCC2)nc(N2CCOCC2)n1 | 7.3% | 2.6% | -3.3% | 7.5% | -2.7% | -7.2% | -10.8%[46.1 µM] | -5.4%
CC1CC(=O)NN=C1c1ccc(N)c([N+](=O)[O-])c1 (configuration not stated) | -7.9% | -1.1% | -8.2% | -0.6% | 0.6% | 0.8% | 0.1% | 2.4%
CCCN1CN(Cc2ccco2)c2nc3ccccc3n2C1 | -10.1% | 4.0% | 3.0% | ? | 7.3% | 10.9% | 17.2%[46.1 µM] | 11.7%
Cc1ccc(NC(=S)N(CCN2CCOCC2)Cc2ccccc2F)cc1Cl | -11.4% | 7.7% | -25.6% | -3.8% | 1.7% | -4.6% | ? | 2.1%
CCOc1cc2c(cc1OCC)C(C(=O)O)C(c1cc(OC)c(OC)c(OC)c1)N(C)C2=O (configuration not stated) | ? | -0.7% | 6.8% | -9.3% | -0.5% | -12.1% | -3.0%[46.1 µM] | 10.1%

Filtered by structure, the entries above with an aryl methoxy group (6)
mol | ALDH1A1 block | Epigenetic derep | Tau fluor counter | GAA glycogen mod | GAA spleen mod | GAA inhib | NPSR antagonist | aGal spleen mod
COc1ccc(CCNC(=O)CCNS(=O)(=O)c2cccc3nsnc23)cc1OC | 8.4% | -2.0% | 0.1% | 1.4% | -3.9% | 4.9% | -11.4%[46.1 µM] | 1.0%
COc1ccc(N2CCN(S(=O)(=O)c3cccs3)CC2)cc1 | -6.5% | -0.9% | -22.9% | -4.7% | -1.1% | -1.9% | -4.9%[46.1 µM] | -0.6%
COc1ccc(C2CC(=O)Nc3ccccc3S2(=O)=O)cc1OC (configuration not stated) | 4.8% | -1.4% | 2.0% | 2.8% | 1.6% | -3.8% | -5.7%[46.1 µM] | -11.9%
COc1ccc(S(=O)(=O)N(CC(=O)N/N=C/c2cccs2)c2ccc(C)cc2)cc1OC | ? | 1.0% | ? | 1.8% | -7.4% | -4.1% | -22.6%[46.1 µM] | 1.2%
COc1ccc(CNC(=O)C2CCCN(c3nc4ccccc4o3)C2)c(OC)c1 (configuration not stated) | ? | -1.9% | -6.6% | -9.9% | 0.8% | -4.6% | -0.3%[46.1 µM] | 9.5%
CCOc1cc2c(cc1OCC)C(C(=O)O)C(c1cc(OC)c(OC)c(OC)c1)N(C)C2=O (configuration not stated) | ? | -0.7% | 6.8% | -9.3% | -0.5% | -12.1% | -3.0%[46.1 µM] | 10.1%
